# Compound activity as filed in PubChem BioAssay.
# LYP inhibition: inhibitors of LYP phosphatase, biochemical, fluorescence intensity, uHTS (AID 1779); Tyrosine-protein phosphatase non-receptor type 22 (Homo sapiens); recombinant LYP phosphatase, fluorescence intensity; higher % means a stronger effect; inhibition, % at 11.5 µM; hits with a dose series show IC50 in µM; 290,000 tested, 0.054% active; in the data active = inhibition above about 50%;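 note: plate controls were vehicle with enzyme for no effect and no enzyme for full effect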
# MgcRacGAP inhibition: MgcRacGAP GTPase-activating activity inhibitors, confirmation, biochemical, ADP Hunter fluorescence. MgcRacGAP-stimulated Rac1 GTP hydrolysis, ADP Hunter fluorescence; higher % means a stronger effect; GST-tagged Rac1 F28L mutant substrate. one-dose inhibition, % at 30 µM; IC50 in µM for titrated hits. 340,000 tested, 0.6% active. AID 624330, 2012;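 active = first-screen hits whose inhibition reached a set limit at any dose in the follow-up dose series; inconclusive = inhibition above the set first-screen limit but never retested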;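 note: fluorescence reports GDP produced by GAP-driven GTP hydrolysis; strong numbers were not always called active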
# West Nile antiviral: West Nile virus antiviral activity, cell-based, CPE readout (AID 1621). West Nile virus-infected cells, CPE inhibition; higher % means a stronger effect. CPE inhibition, % at 10 µM, or IC50 in µM where a hit was titrated. 290,000 tested, 0.02% active; in the data active = a potency from the dose series; inconclusive = CPE inhibition mostly from about 3.7% at the one dose, without a potency; inactive = the rest, 99 in 100 with CPE inhibition below about 2.2%; note: strong numbers were not always called active
# NS5 inhibitors: Dengue-2 NS5 methyltransferase inhibitors, primary screen, biochemical, confirmation dose response (AID 588689); Genome polyprotein (Dengue virus type 2 (strain 16681-PDK53)); Dengue-2 NS5 methyltransferase capping enzyme assay, biochemical; higher % means a stronger effect; inhibition, % at 25 µM, or IC50 in µM where a hit was titrated; 340,000 tested, 0.3% active; in the data active = a potency from the dose series; inconclusive = inhibition above about 29% without an active follow-up result
# RSV CPE inhibition: RSV antiviral activity via CPE protection, HEp-2 cells, primary 10 µM value included (AID 2391). HEp-2 cells, RSV-induced CPE inhibition; higher % means a stronger effect. CPE inhibition, % at 10 µM; hits with a dose series show IC50 in µM. 310,000 tested, 0.13% active; in the data active = a potency from the dose series; inconclusive = CPE inhibition mostly from about 23% at the one dose, without a potency; inactive = the rest, 99 in 100 with CPE inhibition below about 21%; note: strong numbers were not always called active
# CSM14.1 death rescue: rescue of cells from ER stress-induced death, primary screen, 384-well, CSM14.1, thapsigargin, ATP luminescence (AID 1222). cellular ATP content (survival), % at 20 µM, or EC50 in µM where a hit was titrated. 190,000 tested, under 10 active. CSM14.1 thapsigargin-induced death rescue, ATP luminescence; higher % means a stronger effect;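 active = EC50 below 50 µM in the dose-response confirmation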;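 note: death triggered by thapsigargin at about 15 µM added after 2 h compound pretreatment; cell ATP read after overnight thapsigargin exposure of roughly 18 to 22 hours; normalized against plate controls of thapsigargin alone and 5% DMSO vehicle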
# GPR35 arrestin U2OS: GPR35 antagonists blocking zaprinast-driven arrestin recruitment, primary screen, imaging, U2OS, beta-arrestin-GFP, zaprinast agonist (AID 2058); inhibition, % at 10 µM, or IC50 in µM where a hit was titrated; 290,000 tested, 0.052% active; U2OS GPR35 beta-arrestin-GFP translocation imaging, zaprinast antagonism; higher % means a stronger effect; G-protein coupled receptor 35 (Homo sapiens);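 active = inhibition of at least 50% with at least 30 cells and total cytoplasm GFP at most 10,000,000; inconclusive = under 30 cells or total GFP of 10,000,000 plus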
# Salmonella PhoP GFP: inhibitors of PhoP regulon expression, primary screen, Salmonella Typhimurium, GFP reporter (AID 1863) | 300,000 tested, 0.16% active | inhibition, % at 50 µM, or IC50 in µM where a hit was titrated | S. Typhimurium PhoP-regulated promoter GFP reporter, 4 h; higher % means a stronger effect;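 active = inhibition over 29.93%, a cutoff 3 SD above the screen mean, later confirmed by dose response; inconclusive = inhibition over 29.93% but no dose response follow-up; inactive = inhibition at most 29.93% or unconfirmed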;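 note: 0% = low Mg2+ inducing control and 100% = high Mg2+ repressing control; strong numbers were not always called active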
# Large T inhibition: SV40 large T antigen inhibitors, biochemical (AID 1903); SV40 large T antigen ATPase/helicase inhibition assay; higher % means a stronger effect; one-dose inhibition, % at 20 µM; IC50 in µM for titrated hits; 310,000 tested, 0.39% active; in the data active = a potency from the dose series; inconclusive = inhibition mostly from about 32% at the one dose, without a potency; inactive = the rest, 99 in 100 with inhibition below about 32%; note: strong numbers were not always called active
# NS5 inhibitors pilot replicate: also measured in NS5 inhibitors; calls as there; inhibition, %; measured here: pilot screen replicate inhibition
# * = called active by the depositor; ? = inconclusive; . = no result given.
SMILES,LYP inhibition,MgcRacGAP inhibition,West Nile antiviral,NS5 inhibitors,RSV CPE inhibition,CSM14.1 death rescue,GPR35 arrestin U2OS,Salmonella PhoP GFP,Large T inhibition,others
COc1cc(C(=O)CSc2nnc(-c3ccc(O)cc3)n2CC2CCCO2)ccc1NC(C)=O (stereo not drawn),-7%,16%,0.2%,-1%,0.0%,-1.2%,4%,-1%,5%,
COc1ccc(CCNS(=O)(=O)CCNC(=O)c2ccc3c(c2)OCO3)cc1,.,6%,.,-3%,-0.3%,.,.,1%,15%,
O=C(Nc1ccccn1)C1(c2cccs2)CCOCC1,-3%,1%,0.6%,-5%,0.7%,-3.1%,2%,12%,-10%,
O=C(Nc1ccccc1Oc1ccccc1)c1ccc(Br)o1,-4%,7%,-0.1%,8%,-0.6%,3.9%,1%,-4%,12%,
O=C(CN1CCN(c2ccccc2F)CC1)NCc1ccccc1,-2%,-3%,-1.0%,5%,0.0%,.,-2%,3%,-13%,
Cc1ccc(CNC(=O)CSCc2ccc(F)cc2)cc1,-1%,1%,-0.2%,-4%,-0.7%,0.6%,6%,-7%,5%,
CC(=N)c1c(O)c2ccccc2oc1=O,-8%,14%,0.5%,0%,-0.5%,.,-2%,6%,20%,
CC(C)CNS(=O)(=O)c1ccc(S(=O)(=O)NC2CCOC(C)(C)C2)cc1 (stereo not drawn),.,-2%,-0.9%,-5%,3.4%,.,.,.,.,
CC1N(C(=O)N(C)C)CCN1S(=O)(=O)c1ccccc1 (stereo not drawn),-9%,7%,0.0%,0%,0.6%,.,8%,6%,10%,
Cc1cc2c(=O)n(CC(=O)NCC(=O)Nc3ccc(C(C)C)cc3)cnc2s1,-8%,4%,-0.6%,3%,1.3%,.,-1%,0%,10%,
CN(CC(=O)Nc1ccc(F)cc1)S(=O)(=O)c1ccc2c(c1)c(=O)n(C)c(=O)n2C,-10%,1%,-0.2%,-3%,0.6%,.,11%,-6%,0%,
COc1cc(/C=C2\SC(=Nc3ccc(F)cc3)N(c3ccc(F)cc3)C2=O)ccc1OCC(=O)O,4%,.,1.9%,.,-1.9%,1.1%,0%,6%,4%,
O=C(Cc1ccc(F)cc1)Nc1ccc2[nH]ncc2c1,-8%,3%,0.0%,1%,0.8%,.,3%,-5%,8%,NS5 inhibitors pilot replicate=1.2
CC(C)CC(COCc1ccc(Cl)cc1)N1CCN(C(=O)c2cccc(C(F)(F)F)c2)CCC1=O (stereo not drawn),4%,13%,-1.7%,-4%,7.2%,-4.2%,-2%,-9%,10%,
O=C(CCC1CCCN(C(=O)c2cc3ccccc3o2)C1)NCc1ccc(F)c(F)c1 (stereo not drawn),.,-1%,-0.6%,-10%,3.8%,.,.,6%,27%,
CC(SC1CCCC1)C(=O)Nc1ccnn1C(C)C (stereo not drawn),-10%,9%,-0.3%,-5%,-0.4%,-0.3%,6%,-4%,2%,NS5 inhibitors pilot replicate=-4.1
O=S(=O)(Nc1cccc(-c2ccc(N3CCCCCC3)nn2)c1)c1ccccc1Cl,17%,8%,1.2%,-4%,.,.,1%,-3%,11%,
CC(=O)c1c(C)[nH]c(C(=O)OCC(=O)NCCc2ccc(Cl)cc2)c1C,-1%,4%,-0.6%,-12%,15%,-0.9%,4%,-9%,9%,
Cc1cc2c(cc1S(=O)(=O)N1CCN(c3ccccc3)CC1)OCC(=O)N2,-5%,3%,0.0%,-1%,4.3%,.,8%,.,-3%,
CC(=O)Nc1ccc(S(=O)(=O)NNC(=S)NCC2CCCO2)cc1 (stereo not drawn),-14%,3%,0.3%,1%,0.6%,.,-7%,2%,5%,
Cn1c(C(=O)OC(C(=O)NCc2ccco2)c2ccncc2)cc2sccc21 (stereo not drawn),-4%,6%,-0.9%,-8%,1.1%,-0.2%,-14%,6%,-2%,
Cc1ccc(OCCNC(=O)CN2C(=O)NC3(CCCC3)C2=O)cc1,.,3%,.,3%,-0.4%,.,.,-6%,6%,
CC(=O)c1cccc(NC(=O)NCc2ccco2)c1,-1%,4%,-0.1%,9%,-0.4%,-2.7%,-12%,34%,-3%,NS5 inhibitors pilot replicate=-2.1
O=C(NNC(=S)Nc1ccc(Br)cc1Cl)c1ccco1,1%,-5%,.,-1%,3.6%,-1.4%,3%,-2%,14%,
Cc1cc2nc(SCC(=O)Nc3nonc3C)c3c(c2cc1C)CCCC3,2%,10%,2.0%,-2%,0.1%,-1.0%,-6%,-9%,-6%,
COc1ccc(/C=C2\C(=N)N3N=C(CC(=O)N4CCCCC4)SC3=NC2=O)cc1,-4%,-3%,0.1%,1%,-0.1%,.,11%,-7%,8%,
CC1(C)CN(c2ccc(N3CC(C)(C)C3=O)cc2)C1=O,-6%,1%,-0.1%,1%,2.7%,3.3%,-15%,3%,8%,
O=c1[nH]c(=O)n(C2CCCCCC2)c(O)c1C=NCc1ccc(F)cc1,-4%,7%,-0.5%,-2%,6.1%,-2.7%,-1%,-3%,22%,
CCNC(=S)NNC(=O)CCn1cc(C)cn1,-11%,0%,0.5%,12%,0.6%,-1.6%,10%,-1%,5%,
CCOc1cc(NC(=O)C(C)C)c(OCC)cc1NC(=O)Nc1ccccc1,-4%,4%,-0.6%,-3%,2.6%,.,8%,-1%,5%,
COCCNC(=S)N/N=C(\C)c1ccc(OC)cc1,-3%,8%,-0.1%,2%,8.7%,1.0%,-12%,-4%,14%,
COc1ccc(C(C)=O)cc1COC(=O)C1CC(=O)N(Cc2ccccc2)C1 (stereo not drawn),-5%,10%,-0.4%,-3%,0.5%,.,-6%,4%,12%,
O=C(O)c1cc(NCc2ccc3c(c2)OCO3)ccc1N1CCOCC1,-1%,12%,0.0%,6%,2.9%,-0.8%,11%,29%,-12%,NS5 inhibitors pilot replicate=-1.8
COCCCn1c(SCC(=O)NC2CCCC2)nnc1-c1ccccc1,-6%,8%,0.1%,-11%,1.3%,.,8%,-3%,5%,
CCOCCCN(C(=O)c1ccco1)C(C(=O)NC1CCCC1)c1cccc(OC)c1OC (stereo not drawn),-9%,13%,-0.2%,-3%,.,1.9%,-1%,3%,3%,
COc1ncnc2c1NC1=C(S2)C(=NCCC(=O)O)CC(C)(C)C1,-4%,15%,-0.1%,?,0.5%,1.5%,-3%,-12%,20%,
Cc1ccc(Nc2nc(Nc3ccc(C)cc3)nc(SC3=NCCS3)n2)cc1,1%,19%,.,-5%,1.5%,-0.4%,-1%,20%,3%,
CSc1ncccc1C(=O)OCC(=O)c1ccccc1,-5%,7%,-0.1%,-14%,0.2%,-0.5%,-2%,-2%,5%,
CCc1noc(C)c1C(=O)Nc1nc(-c2ccc(Cl)cc2Cl)c(C)s1,-4%,2%,-0.2%,-7%,0.0%,4.1%,9%,-8%,15%,
CC1=CC(C)(C)N(S(=O)(=O)c2ccc(C)cc2)c2ccccc21,-8%,4%,2.4%,-1%,8.9%,-0.7%,8%,6%,2%,
Cc1cccc(S(=O)(=O)N2CN(Cc3ccco3)c3nc4ccccc4nc32)c1,2%,11%,-0.1%,21%,4.8%,0.4%,-1%,-27%,0%,
Cc1nc2ccccc2c(=O)n1NC(=O)c1cccc(Cl)c1,-2%,8%,0.6%,0%,0.4%,.,7%,-10%,6%,
CN(C)CCNC(=O)c1onc(CSc2nc3ccccc3[nH]2)c1C(=O)NCCN(C)C,-12%,17%,-0.1%,-3%,-0.9%,.,-6%,2%,11%,
CC(=O)N1c2ccc(S(=O)(=O)N(C)CC(=O)NCc3ccc(C)cc3)cc2CC1C (stereo not drawn),-10%,2%,-0.6%,30%,3.7%,.,13%,2%,-5%,
CC(C(=O)O)N1C(=O)CSc2ncccc21 (stereo not drawn),-4%,3%,0.3%,3%,1.5%,0.8%,6%,-1%,2%,
Cc1onc(-c2c(Cl)cccc2Cl)c1C(=O)N1CCCCC1,-7%,7%,-0.1%,0%,1.4%,.,-7%,2%,3%,
C=C(C)c1cccc(C(C)(C)NC(=O)N2CCN(C/C=C/c3ccccc3)CC2)c1,-7%,8%,-0.2%,3%,0.5%,-2.5%,15%,-3%,3%,
O=C(COc1cccc(C(F)(F)F)c1)NCCCN1CCCC1=O,-10%,-8%,-0.6%,-3%,0.3%,-2.3%,9%,-2%,4%,
COc1ccc(N(Cc2ccccc2)C(=O)c2ccccc2[N+](=O)[O-])cc1,-1%,9%,-0.5%,-2%,.,-3.2%,-5%,11%,5%,
CSCCOC(=O)C1=C(C)NC(=O)CC1c1ccccc1Cl (stereo not drawn),-4%,-2%,-0.3%,-1%,?,-2.5%,30%,-1%,11%,
# Later entries
SMILES,LYP inhibition,MgcRacGAP inhibition,West Nile antiviral,NS5 inhibitors,RSV CPE inhibition,CSM14.1 death rescue,GPR35 arrestin U2OS,Salmonella PhoP GFP,Large T inhibition,others
CCOC(=O)c1cccc(NC(=O)C2CCCN(S(=O)(=O)c3c(C)n[nH]c3C)C2)c1 (stereo not drawn),3%,6%,.,-7%,11%,-0.5%,-2%,6%,11%,
Cc1nnc(SCC(=O)NCC(=O)Nc2ccc(F)c(F)c2F)n1Cc1ccccc1,0%,-11%,-0.3%,-1%,5.0%,-2.0%,-12%,-6%,6%,
COc1cccc(/C=N/n2c(COc3ccccc3)n[nH]c2=S)c1,-5%,.,0.4%,-9%,1.4%,.,6%,6%,1%,
CN(C(=O)COc1ccccc1)c1nnc(-c2ccncc2)s1,-4%,4%,1.3%,-4%,2.9%,1.1%,3%,19%,0%,
Cc1cccc(Oc2coc3cc(O)ccc3c2=O)c1,-4%,5%,0.1%,-6%,2.4%,.,6%,10%,-1%,
CCCn1c(N)c(N(CCOC)C(=O)c2cccc(C(F)(F)F)c2)c(=O)[nH]c1=O,-5%,2%,-0.5%,-2%,0.0%,.,-20%,0%,7%,
COc1ccc(OCCSc2nnc(CCNC(=O)c3ccc(OC)cc3)n2C)cc1,-4%,-2%,-0.5%,0%,0.5%,1.4%,-3%,10%,11%,
Cc1ccc(-c2cc(C#N)c(=O)n(Cc3c(Cl)cccc3Cl)c2)cc1,0%,2%,-0.5%,-2%,-0.4%,-2.4%,2%,-8%,5%,
COc1ccc(C(=O)CC(=O)C(=O)Nc2ccccc2)cc1,-2%,-6%,-0.3%,1%,0.4%,.,-6%,8%,-13%,
c1ccc(N2CCOCCOCCOCCOCC2)cc1,-11%,-3%,0.1%,-5%,.,.,-8%,-10%,10%,
